High-throughput results (PubChem BioAssay)
NCI-60 one-dose screen, 48 h, at 10 µM unless noted. Numbers give growth in % (100 = growth as untreated, 0 = no growth, -100 = all killed).
SK-MEL-28 – SK-MEL-28 melanoma; hit rate 4.1% among 81,000
BT-549 – BT-549 breast cancer | hit rate 4.4% among 78,000 | AID 1794793
LOX IMVI – LOX IMVI melanoma; hit rate 7.4% among 79,000; AID 1794757
T-47D – T-47D breast cancer. AID 1794792. hit rate 5% among 79,000
MCF7 – MCF7 breast cancer. hit rate 6.3% among 82,000
MDA-MB-231 – MDA-MB-231 breast cancer; hit rate 5% among 81,000; AID 1794789
HS 578T – HS 578T breast cancer; hit rate 4.1% among 78,000
MDA-MB-468 – MDA-MB-468 breast cancer; hit rate 8.5% among 78,000
* hit, by the source's call; nt = no result given; & = joins results of further samples; ! = a repeat was not active. Rule for the calls: active = growth percent below 10; inactive = the rest.

No. | Compound | BT-549 | LOX IMVI | MCF7 | HS 578T | T-47D | MDA-MB-468 | SK-MEL-28 | MDA-MB-231
1 | Cc1cccc(CS(=O)(=O)NCc2ccc(N3CCCC3)cc2)c1 | 98 | 91 | 83 | 93 | 76 | 62 | 96 | 91
2 | Cc1sc(-n2nnc(C(=O)O)c2C)c(C(=O)O)c1C | 102 | 96 | 95 | 102 | 96 | 100 | 102 | 101
3 | Cc1nn(-c2ccccc2)c2sc(C(=O)Nc3ccc(Cl)cc3)cc12 | 110 | 106 | 102 | 118 | 104 | 109 | 101 | 103
4 | Clc1ccc(C2=NN(c3cc(Cl)cc(Cl)c3)C(c3sc(Cl)nc3Cl)C2)cc1 (stereo not drawn) | 106 | 106 | 96 | 107 | 96 | 96 | 103 | 104
5 | NCC(=O)NCC(=O)NC1(C(=O)O)CCCC1 | 102 | 92 | 98 | 108 | 107 | 117 | 111 | 103
6 | O=c1[nH]nc(-c2ccc(Cl)c(Cl)c2)cc1Cc1ccccc1 | 102 | 101 | 105 | 98 | 96 | 107 | 109 | 93
7 | CCCC(C)NCCNc1cc(OC)cc2cccnc12 (stereo not drawn) | 106 | 88 | 91 | 122 | 107 | 74 | 115 | 96
8 | C1CC2C(CCCC23OCCO3)C2(C1)OCCO2 (stereo not drawn) | 111 | 103 | 98 | 106 | 94 | nt | 113 | 125
9 | COc1ccc(-c2ccn(S(=O)(=O)c3ccc(C)cc3)n2)cc1 | nt | 84 | 88 | 96 | 48 | 46 | 103 | 89
10 | CCOC(=O)CC1=Nc2ccccc2SC1 | 95 | 97 | 99 | 94 | 78 | 105 | 112 | 96
11 | CC(=O)Nc1cccc2cc(O)ccc12 | 94&145&118 | 104&106&104 | 92&100&99 | 98&101&132 | 103&103&97 | 110&101&112 | 104&111&110 | 96&95&102
12 | O=S(=O)(c1ccc(C(F)(F)F)cc1)N1CCN(c2nccc(-c3c(-c4cccc(F)c4)nc4sccn34)n2)CC1 | 96 | 101 | 71 | 93 | 63 | 70 | 103 | 94
13 | c1ccc2c(c1)nc(-c1cscn1)n2Cc1ccc(-c2nn[nH]n2)cc1 | nt | 94 | 104 | 108 | nt | 104 | 110 | 106
14 | Nc1nc(Nc2ccccc2)n(Cc2cccc(Br)c2)n1 | 107 | 95 | 106 | 103 | 102 | 100 | 106 | 102
15 | CCOC(=O)c1cnn(C)c1N | 104 | 109 | 118 | 103 | 101 | 111 | 115 | 117
16 | O=C1Nc2ccc(F)cc2/C1=C\c1c(-c2ccccc2)nc2ncccn12 | 94 | 111 | 98 | 106 | 105 | 112 | 122 | 107
17 | O=C(O)c1ccc(-n2cc(/C=N/Nc3c(F)c(F)cc(F)c3F)c(-c3ccc(O)cc3)n2)cc1 | 76 | 92 | 84 | 94 | 63 | 105 | 97 | 76
18 | CCOC(=O)c1c(C)nc2c(c1N)CC(=O)N2[C@@H](C)c1ccc(OC)cc1 | 83 | 74 | 54 | 82 | 81 | 100 | 114 | 71
19 | CSC[C@H](NC(=O)COc1cccc2cnccc12)C(=O)NC(Cc1ccccc1)C(O)C(=O)N1CSC[C@H]1C(=O)NC(C)(C)C (stereo partly drawn) | 105 | 102 | 114 | 87 | 111 | nt | nt | 94
20 | Cc1ccc(NC(=O)N/N=c2\cc(C)c3ccc(O)cc3o2)cc1 | 95 | 100 | 112 | 112 | 98 | 117 | 100 | 91
21 | CCOC(=O)c1ccccc1OCc1ccccc1 | nt | 97 | 94 | 89 | nt | 93 | 107 | 104
22 | O=C1Nc2c(ccc(Cl)c2Cl)/C1=C/c1cc(Br)c(O)c(Br)c1 | 29 | 60 | 53 | 44 | 55 | nt | 58 | 75
23 | Cc1ccccc1C1=NN(C(=O)Cc2ccccc2)C(c2c[nH]c3ccccc23)C1 (stereo not drawn) | 74 | 83 | 45 | 94 | 61 | 73 | 113 | 71
24 | CCOC(=O)CCC1=C(CCC(=O)OC)C(C)=N/C1=C\c1[nH]c(-c2ccc[nH]2)cc1OC | 72 | 57 | 69 | 86 | 63 | 56 | 88 | 47
25 | O=[N+]([O-])c1ccc(N2CCCCC2)nc1 | 96 | 107 | 100 | 105 | 108 | 107 | 109 | 98

Entries 5–22 from above:
No. | Compound | BT-549 | LOX IMVI | MCF7 | HS 578T | T-47D | MDA-MB-468 | SK-MEL-28 | MDA-MB-231
5 | NCC(=O)NCC(=O)NC1(C(=O)O)CCCC1 | 102 | 92 | 98 | 108 | 107 | 117 | 111 | 103
6 | O=c1[nH]nc(-c2ccc(Cl)c(Cl)c2)cc1Cc1ccccc1 | 102 | 101 | 105 | 98 | 96 | 107 | 109 | 93
7 | CCCC(C)NCCNc1cc(OC)cc2cccnc12 (stereo not drawn) | 106 | 88 | 91 | 122 | 107 | 74 | 115 | 96
8 | C1CC2C(CCCC23OCCO3)C2(C1)OCCO2 (stereo not drawn) | 111 | 103 | 98 | 106 | 94 | nt | 113 | 125
9 | COc1ccc(-c2ccn(S(=O)(=O)c3ccc(C)cc3)n2)cc1 | nt | 84 | 88 | 96 | 48 | 46 | 103 | 89
10 | CCOC(=O)CC1=Nc2ccccc2SC1 | 95 | 97 | 99 | 94 | 78 | 105 | 112 | 96
11 | CC(=O)Nc1cccc2cc(O)ccc12 | 94&145&118 | 104&106&104 | 92&100&99 | 98&101&132 | 103&103&97 | 110&101&112 | 104&111&110 | 96&95&102
12 | O=S(=O)(c1ccc(C(F)(F)F)cc1)N1CCN(c2nccc(-c3c(-c4cccc(F)c4)nc4sccn34)n2)CC1 | 96 | 101 | 71 | 93 | 63 | 70 | 103 | 94
13 | c1ccc2c(c1)nc(-c1cscn1)n2Cc1ccc(-c2nn[nH]n2)cc1 | nt | 94 | 104 | 108 | nt | 104 | 110 | 106
14 | Nc1nc(Nc2ccccc2)n(Cc2cccc(Br)c2)n1 | 107 | 95 | 106 | 103 | 102 | 100 | 106 | 102
15 | CCOC(=O)c1cnn(C)c1N | 104 | 109 | 118 | 103 | 101 | 111 | 115 | 117
16 | O=C1Nc2ccc(F)cc2/C1=C\c1c(-c2ccccc2)nc2ncccn12 | 94 | 111 | 98 | 106 | 105 | 112 | 122 | 107
17 | O=C(O)c1ccc(-n2cc(/C=N/Nc3c(F)c(F)cc(F)c3F)c(-c3ccc(O)cc3)n2)cc1 | 76 | 92 | 84 | 94 | 63 | 105 | 97 | 76
18 | CCOC(=O)c1c(C)nc2c(c1N)CC(=O)N2[C@@H](C)c1ccc(OC)cc1 | 83 | 74 | 54 | 82 | 81 | 100 | 114 | 71
19 | CSC[C@H](NC(=O)COc1cccc2cnccc12)C(=O)NC(Cc1ccccc1)C(O)C(=O)N1CSC[C@H]1C(=O)NC(C)(C)C (stereo partly drawn) | 105 | 102 | 114 | 87 | 111 | nt | nt | 94
20 | Cc1ccc(NC(=O)N/N=c2\cc(C)c3ccc(O)cc3o2)cc1 | 95 | 100 | 112 | 112 | 98 | 117 | 100 | 91
21 | CCOC(=O)c1ccccc1OCc1ccccc1 | nt | 97 | 94 | 89 | nt | 93 | 107 | 104
22 | O=C1Nc2c(ccc(Cl)c2Cl)/C1=C/c1cc(Br)c(O)c(Br)c1 | 29 | 60 | 53 | 44 | 55 | nt | 58 | 75

Later entries
No. | Compound | BT-549 | LOX IMVI | MCF7 | HS 578T | T-47D | MDA-MB-468 | SK-MEL-28 | MDA-MB-231
26 | O=C(N/N=C\c1ccc([N+](=O)[O-])cc1)C1CC1 | 110 | nt | 102 | 115 | 92 | 108 | 106 | 102
27 | CCOC(=O)c1c(Nc2ccccc2)nn2c(-c3ccc(Cl)cc3)ccnc12 | 103 | 64 | 81 | 73 | 64 | 65 | 87 | 75
28 | Cc1[nH]n(-c2ccccc2)c(=O)c1C=Nc1ccc(Br)cc1 | 51 | 21 | 54 | 92 | 45 | 67 | 61 | 68
29 | O=C1NC(=S)NC(=O)C1=Cc1ccc(OCC(=O)N2CCOCC2)cc1 | 95 | 97 | 99 | 98 | 96 | 107 | 113 | 103
30 | CCOc1ccc2cc(-c3nn(CC4CCNCC4)c4ncnc(N)c34)ccc2c1 | 36&86 | 5.5*! | 46&79 | 22&84 | 34&71 | 40&93 | -35*! | 16&86
31 | CC(=O)OC[C@]12CC[C@@H](c3cn(Cc4ccc(Cn5cc([C@@H]6CC[C@]7(COC(C)=O)CC[C@]8(C)[C@H](CC[C@@H]9[C@@]%10(C)CC[C@H](OC(C)=O)C(C)(C)[C@@H]%10CC[C@]98C)[C@@H]67)nn5)cc4)nn3)[C@@H]1[C@H]1CC[C@@H]3[C@@]4(C)CC[C@H](OC(C)=O)C(C)(C)[C@@H]4CC[C@@]3(C)[C@]1(C)CC2 | 91 | 97 | 92 | 97 | 87 | 102 | 100 | 97
32 | COc1cc(/C=C\c2cc(/C=C\c3ccc(O)c(OC)c3)n(C(=O)COc3ccccc3)n2)ccc1O | -3.7* | 3.2* | 1.3* | 23 | 12 | -1.8* | 18 | 11
33 | CCC(=O)OC1C(OC2C(C)C(OC3CC(C)(OC)C(O)C(C)O3)C(C)C(=O)OC(CC)C(C)(O)C(O)C(C)C(=O)C(C)CC2(C)O)OC(C)CC1N(C)C (stereo not drawn) | 106 | 106 | 98 | 109 | 89 | 95 | 109 | 85
34 | CC/C=C\CO[C@H]1Cc2cc3ccc(=O)oc3cc2OC1(C)C | 95 | 90 | 93 | 91 | 81 | 96 | nt | 100
35 | CC(=O)NC1CCC(NC(C)=O)CC1 (stereo not drawn) | 121 | 94 | 93 | 99 | 119 | 95 | 109 | 102
36 | COCC(O)CN1CCN(c2ccccc2)CC1 (stereo not drawn) | 105 | 92 | 87 | 94 | 83 | nt | 109 | 95
37 | COc1ccc(C2C=C(C)N=C3SC(C)=CN32)cc1 (stereo not drawn) | 100 | 102 | 96 | 107 | 108 | 95 | 112 | 103
38 | CC(C)CSc1nc(NN)c(C#N)c(-c2ccccc2)n1 | 96 | 91 | 88 | 96 | 87 | 98 | 107 | 107
39 | CC(C)(C)c1[nH]nc2c1C(c1cc3ccccc3[nH]c1=O)Nc1cc(C(=O)OCc3ccccc3)ccc1N2 (stereo not drawn) | 56 | nt | 38 | 67 | 37 | 44 | 77 | 63
40 | Nc1ccc2c(c1)Cc1cc(N)c(Br)cc1-2 | 94 | 97 | 51 | 77 | 78 | 82 | 115 | 116
41 | N#C/C(=C\c1ccncc1)c1ccccc1 | 102 | 94 | 86 | 80 | 75 | nt | 117 | 98
42 | O=c1ccnc(SCc2ccccc2)[nH]1 | nt | 97 | 109 | 96 | 97 | 106 | 117 | 109
43 | CC(C)CS(=O)(=O)OCCCCOS(=O)(=O)CC(C)C | 97 | 107 | 91 | 103 | 98 | 109 | 104 | 116
44 | CCOS(=O)(=O)c1c(C(C)C)cc(C(C)C)cc1C(C)C | nt | 101 | 91 | 103 | 115 | 102 | 96 | 99
45 | N#CCc1csc(Cc2ccccc2)n1 | nt | 96 | 90 | 99 | 103 | 107 | 108 | 114
46 | Cn1cc(-c2nonc2-c2c[nH]c3ccc(F)cc23)c2cccnc21 | 93 | 85 | 24 | 73 | 16 | -7.4* | 98 | 78
47 | CCOC(=O)Cn1c(C)c(/C=N/NC(=O)c2cc3c(ccc4ccccc43)o2)c2ccccc21 | 35 | 25 | 17 | 35 | 59 | 16 | 45 | 39
48 | Nc1cc(Br)cc2c1[nH]c(=O)c1ccccc12 | 87 | 96 | 53 | 92 | 80 | -8.2* | 101 | 102
49 | O=C(/C=C\c1ccccc1)CCN1CCCCC1 | 113 | 82 | 58 | 101 | 86 | 92 | 109 | 96
50 | O=C1NC(=O)C(Cc2ccc(Cl)cc2)(c2ccccc2)N1 (stereo not drawn) | 104 | 108 | 102 | 105 | 106 | 113 | 119 | 99
51 | COc1ccc(-c2cs/c(=N\N=C\c3cccc(F)c3)n2C)cc1 | 91 | 79 | 74 | 97 | 67 | 64 | 98 | 82
52 | C/C=C/C1C(/C=N/N(C)C)C(C#N)(C#N)C1(C#N)C#N (stereo not drawn) | 90 | 92 | 81 | 108 | 81 | 71 | 105 | 102
53 | CCOC(=O)c1cc(OCC)c2c(ccc3ccccc32)n1 | 104 | 98 | 92 | 102 | 95 | 105 | 98 | 101
54 | NC(=O)c1ccc([N+](=O)[O-])o1 | 103 | 103 | 89 | 108 | 107 | 108 | 107 | 113
55 | O=C1CN(CCN2CC(=O)NC(=O)C2)CC(=O)N1 | 97 | 94 | 104 | 102 | 99 | 95 | 121 | 102
56 | COc1cc(C(c2c[nH]c3ccccc23)N2CCCC2)cc(OC)c1OC (stereo not drawn) | 93 | 93 | 98 | 90 | 101 | 92 | 104 | 85
57 | C/C(=N\N=C(N)N)c1c(C)nn(C(=N)N)c1C | 104 | 93 | 99 | 109 | 86 | nt | 103 | 110
58 | O=C(O)C(c1ccccc1)C1(O)CCCCC1 (stereo not drawn) | 94 | 100 | 95 | 126 | 90 | 105 | 115 | 109
59 | N#Cc1ccc(C(=O)O)cc1 | 103 | 97 | 98 | 113 | nt | 113 | 101 | 93
60 | Cc1cc(C)c2c(n1)sc1c(Nc3ccc(Cl)cc3Cl)ncnc12 | 44 | 10 | 20 | 91 | 37 | 17 | 61 | 59
61 | CCCCC(CC)COCCCN (stereo not drawn) | 112 | 97 | 96 | 99 | nt | 98 | 102 | nt
62 | Clc1ccc(C2=NN3C(C2)c2ccccc2OC3c2ccc3noc(-c4ccccc4)c3c2)cc1 (stereo not drawn) | 102 | 91 | 83 | 100 | 92 | 107 | 109 | 102
63 | COC(=O)c1ccc2nc(C)c(C(N)=O)nc2c1 | 105 | 108 | 100 | 129 | 108 | 110 | 108 | 109

Whole records from above. Values in the order: BT-549 | LOX IMVI | MCF7 | HS 578T | T-47D | MDA-MB-468 | SK-MEL-28 | MDA-MB-231
`CCOC(=O)c1cnn(C)c1N` reads 104 | 109 | 118 | 103 | 101 | 111 | 115 | 117
`Cc1ccccc1C1=NN(C(=O)Cc2ccccc2)C(c2c[nH]c3ccccc23)C1` (stereo not drawn) reads 74 | 83 | 45 | 94 | 61 | 73 | 113 | 71
